# LGR2 antag = Drosophila LGR2 receptor signaling inhibition | inhibition, % at 9.99 µM | HEK293 LGR2, CRE-luciferase, bursicon-stimulated, 4 h | actives 0.35% (n = 380,000);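 active = drop in luminescence signal, shown as inhibition above about 50% in the replicate tests, limit read from the data, passing the limit was not always enough; inconclusive = probably only some replicates passing the limit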;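 note: agonist challenge used bursicon conditioned medium at about half maximal strength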
# DENV2 CPE = DENV2-induced cell death inhibition. DENV2-infected cells, cytopathic effect rescue, plate reader. CPE inhibition, % at 9.99 µM. actives 1.7% (n = 350,000); in the data active = CPE inhibition above about 20%, passing the limit was not always enough; inconclusive = no clear call, values can overlap the other calls; tested in BHK-21 cells;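 note: 0% = median of neutral control wells and 100% = median of positive control wells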
# Casp6 inh = inhibitors of human caspase-6; actives 0.53% (n = 350,000); inhibition, % at 12.5 µM; purified caspase-6, Z-VEID-R110 cleavage fluorescence; P55212;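 active = mean inhibition across replicates at least about 35%, with every replicate also reaching that limit, limit read from the data; inconclusive = only one of the two criteria met; inactive = neither criterion met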;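 note: 0% = median of neutral control wells and 100% = no fluorescence left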
# Target sequence (P55212 24-179 limits assumed): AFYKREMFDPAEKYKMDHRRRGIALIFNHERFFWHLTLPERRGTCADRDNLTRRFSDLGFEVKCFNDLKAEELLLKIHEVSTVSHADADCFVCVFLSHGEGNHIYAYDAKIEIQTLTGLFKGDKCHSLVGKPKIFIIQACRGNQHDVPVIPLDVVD
# Target sequence (P55212 194-293 limits assumed): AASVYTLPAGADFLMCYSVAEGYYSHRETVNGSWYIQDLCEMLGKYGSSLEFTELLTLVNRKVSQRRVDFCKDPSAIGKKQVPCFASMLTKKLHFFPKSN
# EWS-Fli inh = inhibitors of EWS/Fli oncoprotein transcriptional activity | A673 NR0B1-luciferase reporter, viability-normalised | inhibition, % at 12.6 µM | actives 0.67% (n = 350,000) | AID 651661;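 active = mean inhibition of at least 50% after viability correction, with every replicate also passing that limit; inconclusive = mean reaches 50% but only one of two replicates passes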;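 note: firefly luciferase signal divided by Alamar Blue viability fluorescence both relative to DMSO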
# ARNT TACC3 PPI = ARNT/TACC3 interaction disruption; actives 0.66% (n = 390,000); inhibition, % at 9.99 µM; AlphaScreen His-ARNT PAS-B/GST-TACC3 binding, luminescence; TACC3 fragment carries E629A point mutation; Q9Y6A5;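 active = mean inhibition of replicates at least 50% and at least half of replicates each reaching 50%; inconclusive = half or more replicates reach 50% but mean below 50%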;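 note: 0% = complete ARNT plus TACC3 wells and 100% = ARNT alone without TACC3; many hits fall short of the cut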
# SIRT5 block = sirtuin-5 (human) deacylase inhibition; Purified SirT5, succinyl-peptide AMC, trypsin-coupled fluorescence; inhibition, % at 15 µM; actives 1.1% (n = 330,000); AID 652115; in the data active = inhibition above about 15%; inconclusive = no clear call, values can overlap the other calls
# Target sequence (Q9NXA8 whole entry, looked up): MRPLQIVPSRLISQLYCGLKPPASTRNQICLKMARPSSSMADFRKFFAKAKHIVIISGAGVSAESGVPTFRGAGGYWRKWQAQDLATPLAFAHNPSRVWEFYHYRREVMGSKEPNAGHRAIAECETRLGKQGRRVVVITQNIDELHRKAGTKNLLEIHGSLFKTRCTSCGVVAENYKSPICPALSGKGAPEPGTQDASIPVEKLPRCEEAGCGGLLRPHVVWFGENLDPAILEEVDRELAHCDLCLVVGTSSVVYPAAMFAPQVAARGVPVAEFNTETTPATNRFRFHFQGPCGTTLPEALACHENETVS
# PAX8 inh HTS = lowers PAX8-driven luciferase in RMG-I cells. RMG-I TPO-luciferase reporter, SteadyGlo, 24 h. inhibition, % at 12.6 µM. actives 1.2% (n = 360,000). AID 652154;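 active = mean replicate inhibition at least 60% with every replicate also reaching 60%; inconclusive = only one of the two criteria is met; inactive = mean below 60% and not all replicates reaching 60%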;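 note: luciferase light reporting Pax8 driven TPO promoter activity; plate controls were median of neutral control wells for no effect and mitoxantrone controls for full effect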
# The depositor's hits bear a star; ? = inconclusive; / = not tested or not shown.
SMILES,LGR2 antag,DENV2 CPE,Casp6 inh,EWS-Fli inh,ARNT TACC3 PPI,SIRT5 block,PAX8 inh HTS
CN1CCN(C(=O)C[C@@H]2CC[C@@H](NS(=O)(=O)c3cccc(F)c3)[C@H](CO)O2)CC1,-16,0,-4,-35,/,-1,-4
CCC(=O)N1[C@@H]2c3ccc(-c4ccccc4)c(=O)n3C[C@H]1[C@H](CO)[C@H]2C(=O)N1CCN(C)CC1,12,-11,2,1,-2,-22,-9
CN(C(=O)c1cc(-n2cnnc2)ccc1Cl)c1ccccc1,-20,/,/,/,-4,/,6
NC(=O)c1c(NC(=O)CCCn2cnc([N+](=O)[O-])n2)sc2c1CCCC2,-5,18,0,1,7,-4,12
C[C@@H]1CN([C@@H](C)CO)S(=O)(=O)c2ccc(C3=CCCC3)cc2O[C@H]1CN(C)C(=O)C1CCCCC1,-4,-2,12,14,2,2,/
COc1ccc(OC)c(C(c2nnnn2CCC(C)C)N2CCN(C(=O)c3ccco3)CC2)c1 (centres undefined),/,/,-2,/,/,-1,36
CCNC(=S)N/N=C/c1ccc(C(=O)O)cc1,21,7,6,-2,0,2,-28
CCOC(=O)C1(C)CCCN(C(=O)c2ccc(C)c(F)c2)C1 (centres undefined),-7,-13,-3,2,/,3,-11
Cc1nc(-c2cccc(NC(=O)c3cccc(S(=O)(=O)N4CCCC4)c3)c2)cs1,10,5,-2,3,2,-2,-3
Nc1cccc(N2C(=O)c3cccc4c(N)ccc(c34)C2=O)c1,-5,-5,-1,-8,-2,-2,5
COc1ccc(CCC(=O)N2CCN(C(=O)c3ccccc3)CC2)cc1,-7,5,1,5,1,-1,8
CCOC(=O)N/N=C\c1ccc(OC(=O)c2ccco2)cc1,-14,-9,1,5,-3,3,-4
CCOC(=O)CSc1nnc(CNc2ccc(Cl)cc2)n1-c1ccccc1,-5,-2,0,10,16,0,/
COc1ccc(C#Cc2ccc([C@@H]3[C@@H](CO)N4CCCCN(C(=O)Nc5ccccc5)C[C@@H]34)cc2)cc1,26,8,-1,15,8,-2,-8
COc1ccc(N2CC(NS(=O)(=O)c3ccc4ccccc4c3)CC2=O)cc1 (centres undefined),-1,-2,0,5,-3,-8,9
NNC(=O)c1oc2nc(-c3cccs3)cc(-c3ccco3)c2c1N,2,8,3,8,-4,-1,7
Cc1ccc(C(=O)OC2OC(=O)C(Cl)=C2N2CCOCC2)cc1 (centres undefined),23,/,/,/,26,/,-2
C[C@@H]1CN([C@H](C)CO)C(=O)c2cc(/C=C/c3ccccc3)cnc2O[C@H]1CN(C)C(=O)CN(C)C,8,1,1,-3,0,-21,/
CN(Cc1ccc2c(c1)OCCO2)C(=O)CN1C(=O)NC2(CCCCC2)C1=O,0,4,-1,5,-5,-1,1
c1csc(CNc2ccn3nc(-c4ccc(OCCN5CCOCC5)cc4)cc3n2)c1,-7,-7,0,-17,/,/,-27
CC(=O)N(C)C[C@@H]1Oc2cc(-c3ccccc3C)ccc2S(=O)(=O)N([C@@H](C)CO)C[C@H]1C,-2,-6,0,4,-3,2,/
O=c1[nH]c(C2CCN(S(=O)(=O)c3ccccc3)CC2)nc2c1nnn2Cc1ccc2c(c1)OCCO2,-24,4,4,4,-13,-2,23
O=C(C[C@H]1C[C@H]2c3cc(NC(=O)C4CCC4)ccc3O[C@H]2[C@@H](CO)O1)NCc1ccc(-c2ccccc2)cc1,-4,-3,-3,-2,-16,/,-25
N/C(=N\O)c1ccc([N+](=O)[O-])s1,-2,-7,1,-6,-2,2,35
C[C@@H]1CN([C@H](C)CO)C(=O)c2cc(NC(=O)C3CCCCC3)ccc2O[C@@H](C)CCCCO[C@H]1CN(C)C(=O)Nc1ccc2c(c1)OCO2,5,-3,1,-2,2,-9,/
SMILES,LGR2 antag,DENV2 CPE,Casp6 inh,EWS-Fli inh,ARNT TACC3 PPI,SIRT5 block,PAX8 inh HTS
C[C@@H]1CN([C@@H](C)CO)C(=O)c2cc(C3=CCCC3)cnc2O[C@@H]1CN(C)C(=O)CN(C)C,3,5,-3,-2,-3,-2,/
CNC(=S)N(Cc1ccc(Cl)cc1)Cc1cccs1,5,12,1,-3,-14,0,-3
CN(C)CCCNc1c2ccccc2nc2ccccc12,92*,6,-13,48,-7,-12,10
C[C@H]1CN([C@@H](C)CO)C(=O)c2cc(NC(=O)CCC(F)(F)F)ccc2O[C@@H]1CN(C)C(=O)Nc1ccc(C(F)(F)F)cc1,4,-2,-3,8,-11,-2,-1
COC(=O)[C@]12C[C@H](CC(=O)NCc3ccc(C)o3)C(=O)N(CCC3=CCCCC3)C1=C[C@H](C(C)(C)C)O[C@@H]2C,-25,14,-4,-3,/,/,10
CN(Cc1cccnc1)C(=O)c1cc(COc2ccc3ncccc3c2)on1,-2,-8,7,7,3,-3,0
O=C1NC(=O)C2(CCCc3c([N+](=O)[O-])cccc32)N1 (centres undefined),5,0,1,8,/,/,17
COc1cccc(CNC(=O)C[C@H]2CC[C@@H](NC(=O)C3CCOCC3)[C@H](CO)O2)c1,3,-1,1,2,-3,1,5
Cc1noc(C)c1NC(=O)N(C)C[C@@H]1Oc2ccc(NS(=O)(=O)c3cccs3)cc2C(=O)N([C@@H](C)CO)C[C@H]1C,-3,38*,1,0,-22,-3,/
CC(C)(C)c1csc(CS(=O)(=O)c2ccccn2)n1,/,10,-1,-23,9,-2,-40
C[C@@H]1CN([C@H](C)CO)S(=O)(=O)c2ccc(/C=C/c3ccccc3)cc2O[C@@H]1CN(C)CC1CC1,4,12,-1,14,16,-4,/
C[C@H](CO)N1C[C@H](C)[C@H](CN(C)S(C)(=O)=O)Oc2ncc(C#CC(C)(C)O)cc2C1=O,-6,2,1,-5,-9,0,/
COc1cc2c(cc1OC)CN(C(=O)c1ccc(S(=O)(=O)N3CCCC3)cc1)CC2,1,-7,2,-8,-11,0,-6
O=C1C[C@@H]2C(=O)N(c3ccccc3)C(=O)[C@@H]2[C@@H]2CN(S(=O)(=O)c3ccccc3)[C@@H](c3ccccc3)[C@H]12,7,10,1,2,/,1,-10
O=C(NC1CCN(C(=S)NCCc2ccccc2)CC1)C1CCCCC1,7,-1,1,11,-2,/,28
O=C(OCC(=O)N1CCc2ccccc21)c1ccc([N+](=O)[O-])cc1,-13,2,-1,-3,-9,-2,-10
COCC#Cc1cnc2c(c1)C(=O)N([C@H](C)CO)C[C@H](C)[C@@H](CN(C)C(=O)Nc1ccc(OC)cc1)O2,7,-2,0,2,0,0,-21
Cc1c(C(=O)Nc2ccc(C(F)(F)F)cc2)sc2ncn(CC(=O)N3CCN(c4ccccn4)CC3)c(=O)c12,-17,-8,4,/,-7,-1,36
COc1ccc2c3c([nH]c2c1)[C@@H](CO)N(Cc1ccccc1Cl)CC31CCN(C(=O)C2CC2)CC1,2,?,-2,14,/,-1,11
COc1ccc(Nc2ccc(OC)cc2)cc1,-39,0,25,-86,/,-5,-117
C[C@@H]1CN([C@@H](C)CO)C(=O)Cc2cc(NS(=O)(=O)c3ccc(F)cc3)ccc2O[C@@H]1CN(C)C(=O)Nc1cccc2ccccc12,0,-2,-2,10,-9,-1,20
CCCNC(=O)[C@@H]1[C@@H](CO)[C@@H]2Cn3c(ccc(-c4ccccc4)c3=O)[C@@H]2N1C(=O)C1CCC1,4,-2,0,6,1,-1,/
Cc1ccc(NC(=O)CSc2nccn2C)cc1F,-33,18,-3,/,-2,1,-109
N#Cc1ccsc1NC(=O)CN1CCN(S(=O)(=O)c2cc(Cl)ccc2Cl)CC1,-15,/,/,/,-2,/,23
CCC(O)C1CCN(C(=O)c2cc(COc3ccc4ncccc4c3)on2)CC1 (centres undefined),33,-2,/,14,-3,-1,8
SMILES,LGR2 antag,DENV2 CPE,Casp6 inh,EWS-Fli inh,ARNT TACC3 PPI,SIRT5 block,PAX8 inh HTS
CC(=O)Nc1ccc(S(=O)(=O)NCCC(=O)Nc2ccc(C)cn2)cc1,0,-7,-5,3,5,-4,0
CCCn1nnnc1SCC(=O)Nc1ccc(F)cc1,-19,/,1,/,/,-5,/
Cc1ccc(NC(=O)CSc2ccc(C(N)=O)cc2[N+](=O)[O-])cc1C,-2,/,0,-12,5,8,-13
O=C(CCC(=O)Nc1ccc(Br)cc1)N/N=C/c1ccccc1O,16,7,-2,1,-6,-7,17
Cc1ccccc1/C=N/Nc1ccc(Cl)nn1,-54,/,-5,-25,24,1,-56
COc1ccc(S(=O)(=O)N2CCOC2CNC(=O)C(=O)NCc2ccco2)cc1OC (centres undefined),-5,-9,1,3,-2,-6,3
COc1ccc(CCNC(=O)CNS(=O)(=O)c2ccc(Cl)cc2)cc1,1,-1,-2,6,/,-2,15
COc1ccc(NC(=O)c2ccccc2-c2ccccc2)c(C)c1,/,-5,2,8,-7,0,6
CN(C)CCNc1oc(-c2ccccc2Cl)nc1S(=O)(=O)c1ccccc1,7,-1,-38,7,-2,-1,9
CC(=O)N(O)c1ccc(C=Cc2ccccc2)cc1,-69,-3,-3,-33,/,-4,-78
CO[C@H]1CN(C)C(=O)c2cc(NC(=O)Nc3ccccc3F)ccc2OC[C@@H](C)N(C)C[C@H]1C,3,18,/,-2,17,-9,/
COc1ccccc1NC(=O)N1CCCCN2[C@H](C1)[C@H](c1ccc(-c3cccc(C#N)c3)cc1)[C@@H]2CO,-12,-14,4,15,14,7,21
O=C(NCc1ccccc1)c1ccccc1CO,3,/,/,/,35,/,2
O=C(Cc1ccccn1)N1CC[C@@H]2[C@H]1c1cc(-c3cccc(F)c3)ccc1N[C@@H]2CO,-16,-1,-3,-15,11,-5,-19
O=C(O)CCc1ccc(-c2ccccc2)n1CC(=O)Nc1cccc(C(F)(F)F)c1,4,2,9,0,1,-4,21
C[C@@H]1CCCCO[C@@H](CN(C)C(=O)c2ccccc2)[C@@H](C)CN([C@@H](C)CO)C(=O)c2cc(NC(=O)Nc3cccc4ccccc34)ccc2O1,-4,-4,0,6,-2,-1,/
COc1ccc(NC(=O)N(C)C[C@H]2Oc3ncc(C#CC(C)C)cc3C(=O)N([C@@H](C)CO)C[C@H]2C)cc1,10,39*,-3,0,-2,-1,/
CC(C)(C)c1nnc(NC(=O)Cc2ccc(Br)cc2)s1,-17,-3,-2,-7,-7,-4,5
Cc1noc(C)c1C(=O)N1CCc2ccccc21,-25,-7,-2,9,0,9,/
COc1cc(/C=C/C(=O)OCC(=O)c2c(N)n(C)c(=O)n(C)c2=O)ccc1OCC#N,2,0,-1,2,0,3,0
COc1ccccc1CNC(=O)c1cn(C)c2ccc(S(=O)(=O)N3CCCC3)cc2c1=O,-25,9,-1,4,1,-2,19
Clc1cc(Br)ccc1OCCCNCc1ccccc1,-15,/,/,/,1,/,-16
O=C(N/N=C/c1ccncc1)c1cc(-c2ccc(Br)s2)[nH]n1,-4,-2,4,-4,-5,-3,1
O=c1[nH]nnc2c1cnn2-c1ccccc1,11,-11,2,3,0,2,3
CCCCNc1cccc2c1S(=O)(=O)N[C@@H](C)CO2,-5,3,1,3,/,10,-6
SMILES,LGR2 antag,DENV2 CPE,Casp6 inh,EWS-Fli inh,ARNT TACC3 PPI,SIRT5 block,PAX8 inh HTS
CCNC(=O)[C@@H]1[C@@H](CO)[C@@H]2Cn3c(cccc3=O)[C@H]1N2CC1CCOCC1,-11,1,0,-9,/,0,/
CCCSc1nc2c(cnn2-c2ccccc2)c(=O)n1N,-34,18,3,-56,0,3,-37
O=C(Nc1cccc2cccnc12)c1ccc2sc([C@@H]3O[C@H](CO)[C@H](O)[C@H](O)[C@H]3O)nc2c1,-4,-9,2,-38,/,/,-56
CC(C)CC#Cc1cnc2c(c1)C(=O)N([C@@H](C)CO)C[C@H](C)[C@@H](CN(C)S(=O)(=O)c1cn(C)cn1)O2,2,14,-2,5,1,-6,-7
Cc1ccc(CSCCNC(=O)c2ccc(NS(C)(=O)=O)cc2)cc1,28,2,10,6,/,-1,6
COc1ccc2c3c(n(C)c2c1)[C@@H](CO)N(C(=O)Nc1ccccc1F)CC31CCN(C(=O)c2ccccc2F)CC1,-4,-12,-3,21,/,6,/

# From PubChem BioAssay
